Screening results: PubChem BioAssay, several laboratories
GSK3 alpha inh – blockers of GSK3A enzyme activity – biochemical, luminescence, cell-free homogeneous, HTS, primary screen. Glycogen synthase kinase-3 alpha (Homo sapiens), P49840. GSK-3 alpha kinase, ADP-Glo luminescence, 60 min. inhibition, % at 10 µM. actives 0.1% (n = 320,000). AID 2650, 2010;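 in the data active = inhibition above about 50%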;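 also: GST-tagged GSK-3 alpha with peptide substrate and 25 µM ATP; 0% = DMSO neutral wells and 100% = GW8510 positive control wells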
Target sequence (P49840 whole entry, looked up): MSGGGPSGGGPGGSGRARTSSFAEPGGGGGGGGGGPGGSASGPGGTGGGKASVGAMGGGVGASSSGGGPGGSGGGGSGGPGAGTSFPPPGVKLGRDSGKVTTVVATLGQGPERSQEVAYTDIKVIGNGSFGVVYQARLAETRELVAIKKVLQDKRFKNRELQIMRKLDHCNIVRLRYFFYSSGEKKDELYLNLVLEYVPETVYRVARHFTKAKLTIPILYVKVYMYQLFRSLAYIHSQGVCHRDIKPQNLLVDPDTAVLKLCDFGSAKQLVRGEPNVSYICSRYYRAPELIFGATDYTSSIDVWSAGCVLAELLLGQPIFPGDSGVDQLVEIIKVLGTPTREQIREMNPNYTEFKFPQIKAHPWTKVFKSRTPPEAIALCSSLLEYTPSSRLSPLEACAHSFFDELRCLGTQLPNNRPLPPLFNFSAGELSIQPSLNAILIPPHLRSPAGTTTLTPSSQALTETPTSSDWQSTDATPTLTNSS
GSK3beta inhib – human GSK3beta kinase inhibitors, primary screen, biochemical, cell-free homogeneous, HTS | actives 0.038% (n = 300,000) | AID 2097, 2009 | GST-GSK3beta kinase, ADP-Glo luminescence, 60 min; stronger effect = lower value | activity score (negative = inhibition), % at 10 µM;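 active = more than half of replicate wells score below -50%, meaning over 50% inhibition versus plate controls; inconclusive = some replicates but at most half score below -50%; inactive = no replicate scores below -50%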;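 also: 0% = median DMSO wells and -100% = median GW8510 positive control wells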
Target sequence (P49841 whole entry, looked up): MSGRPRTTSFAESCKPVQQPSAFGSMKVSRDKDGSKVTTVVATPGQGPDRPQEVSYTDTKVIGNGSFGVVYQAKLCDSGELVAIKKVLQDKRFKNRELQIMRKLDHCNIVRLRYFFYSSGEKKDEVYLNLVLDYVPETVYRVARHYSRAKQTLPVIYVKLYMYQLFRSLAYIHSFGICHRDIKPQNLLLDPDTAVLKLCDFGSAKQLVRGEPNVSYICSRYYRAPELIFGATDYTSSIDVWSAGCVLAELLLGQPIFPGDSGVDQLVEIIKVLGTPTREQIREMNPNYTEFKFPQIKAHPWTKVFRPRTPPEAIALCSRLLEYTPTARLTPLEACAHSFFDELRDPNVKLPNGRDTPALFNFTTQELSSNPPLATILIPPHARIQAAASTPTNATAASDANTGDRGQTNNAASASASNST
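Test system: GST-fused GSK3beta enzyme, cell-free | Quantity: 1.6 ng GST-GSK3beta enzyme per well | Reagent: 25 µM ATP with peptide substrate | Schedule: 60 min enzyme reaction, room temperature | Signal: Luminescent ADP-Glo measurement of ADP formed | Read-out basis: Score relative to plate controls | Control set: DMSO and 20 µM GW8510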
HSF-1 act – HSF-1 activators, primary screen, NIH3T3-HGL cells, MG132 stress, luminescence, single point. NIH3T3-HGL HSF-1 luciferase reporter, 8 h; 100% = twice DMSO control signal. activation, % at 9 µM. actives 1.7% (n = 300,000). AID 504408, 2011;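 active = mean replicate activation of at least 50% with a set share of replicates each reaching 50%; inconclusive = only one of those two conditions met; inactive = mean below 50% and too few replicates reaching it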;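 also: 0% = median of the neutral control wells and 100% = twice that signal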
HSF1 inh – HSF1 inhibitors in luciferase reporter cells, primary screen, cell-based, NIH3T3, luminescence; NIH3T3-HGL HSE-luciferase, MG132-induced, luminescence 8 h; stronger effect = lower value; activity change, negative = inhibition, % at 7.5 µM (by protocol); actives 0.77% (n = 300,000);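 active = more than half of replicate wells show activity change below -50%, luminescence cut by over half; inconclusive = some wells, but at most half, below -50%; inactive = no replicate well below -50%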;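 also: luciferase reports HSF-1 transcriptional activity via heat shock element; 0% = median of DMSO wells and -100% = zero luminescence signal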
AI-2 QS mod – Vibrio harveyi AI-2 quorum sensing modulators, primary screen, JMH597 strain, luminescence/OD600 ratio; Vibrio harveyi JMH597 AI-2 luminescence/OD600 ratio, 9 h; stronger effect = lower value; strain lacks LuxN and CqsS sensors; 0 = neutral-control median; activity change, % at 7.5 µM; actives 0.4% (n = 300,000); AID 2094, 2009; in the data active = activity change below about -75%, passing the limit was not always enough; inconclusive = no clear call, values can overlap the other calls;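 also: luminescence divided by OD600 gain over 9 h not by final OD600 alone; inactives centre near 13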
IEC-6 cytotox – cytotoxicity in IEC-6 intestinal epithelial cells, primary screen, cytotoxicity control for KLF5 inhibitor project, cell-based, luminescence; actives 0.78% (n = 290,000); IEC-6 cytotoxicity, luminescence viability; inhibition, % at 5 µM; AID 1825, 2009; in the data active = inhibition above about 22%;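 also: 0% = plate median of test compound wells and 100% = cytotoxic reference compound wells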
HSP90 inh – HSP90 inhibitors, primary screen, cell lysate, luminescence | Heat shock protein HSP 90 (rabbit reticulocyte lysate; luciferase refolding) | Rabbit reticulocyte lysate, luciferase refolding luminescence, 3 h | inhibition, % at 5.6 µM | actives 0.91% (n = 290,000) | AID 1789, 2009;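 active = inhibition above the screen-wide mean plus 3 SD, computed separately per campaign, cut at about 16% in these data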;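 also: 0% = DMSO wells and 100% = 60 µM geldanamycin wells; inhibitors lower the luminescence because luciferase stays unfolded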
aSyn 5UTR inh – MLPCN primary screen, SNCA 5' untranslated region; alpha-synuclein 5'UTR reporter, inhibitor activity; AID 1813, 2009; inhibition, % (tested at 7.5 µM); actives 0.82% (n = 300,000); in the data active = inhibition above about 60%; inconclusive = no clear call, values can overlap the other calls;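 also: H4 neuroglioblastoma cells stably carrying SNCA 5'UTR luciferase fusion; 0% = DMSO wells and 100% = positive control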
HIF activator – HIF pathway transcriptional activators, primary screen, cell-based, U2OS HRE-luciferase, luminescence | U2OS HRE-luciferase reporter; normalized: DMSO 0%, desferrioxamine 100% | activation, % at 7.5 µM (by protocol) | actives 0.32% (n = 300,000) | AID 1910, 2009;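 active = mean activation of at least 10% of the iron chelator positive control signal, with at least half of replicates also reaching 10%; inconclusive = mean and replicate majority disagree about reaching 10%; inactive = mean and most replicates under 10%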
KLF5 inh – KLF5 expression inhibitors, primary screen, DLD-1 cells, luminescence; DLD-1 KLF5 promoter-luciferase reporter; actives 0.23% (n = 290,000); inhibition, % at 5 µM;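 active = inhibition above a per-plate limit of that plate's mean compound inhibition plus 3 SD, cut at about 60% in these data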;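 also: 0% = DMSO wells and 100% = LY294002 at 200 µM; higher means less KLF5 promoter-driven luciferase light; inactives centre near -14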
An asterisk follows results filed as active; u = inconclusive; x = no result given.

SMILES	GSK3 alpha inh	GSK3beta inhib	HSF-1 act	HSF1 inh	AI-2 QS mod	IEC-6 cytotox	HSP90 inh	aSyn 5UTR inh	HIF activator	KLF5 inh
CC1(C)Cc2ccccc2C(=NC(Cc2c[nH]c3ccccc23)C(=O)O)N1 (stereo unspecified)	8	8	2	1	28	6	-1	5	-1.5	-27
CNC(=O)C(=O)Nc1c(C)cc(C)cc1C	-2	2	6	-3	16	4	-3	23	-1.1	-18
COC(=O)c1ccc(CNC(=O)COC(=O)CCN2C(=O)C3CC=CCC3C2=O)cc1 (stereo unspecified)	-1	-2	-8	-14	-1	x	x	-2	-0.2	x
O=C(OCc1ccc(Br)cc1)c1ccncc1	-4	0	-3	-1	-2	2	1	7	-0.1	-31
Cn1c(-c2ccc(C=O)s2)nc2c3ccccc3c3ccccc3c21	-1	1	21	16	8	2	-1	-9	-0.4	-33
COC(=O)c1ccc(-c2ncc[nH]2)cc1	-2	2	0	-4	-20	1	-4	-26	-0.7	-26
CCC(=O)Nc1cccc2cccnc12	0	1	12	3	16	-8	-3	-5	0.2	-25
O=C(N[C@@H](Cc1ccccc1)C(=O)N[C@@H](Cc1ccccc1)C(=O)O)OCc1ccccc1	-6	2	-3	5	18	x	x	1	-0.2	x
Cc1cc(C)c(C)c(OCCCn2ccnc2)c1	-4	-2	-11	-9	20	7	0	10	-0.1	5
O=C(Nc1ccc(N2CCCC2=O)cc1)c1cccc(F)c1	-2	-1	14	5	18	2	2	-98	1.6	-74
O=C(Nc1ccc(N2CCOCC2)cc1)C1CC1	-1	-4	24	3	-1	1	-1	-17	0.5	-37
O=C1CSC(c2ccccn2)N1c1ccc2ccccc2c1 (stereo unspecified)	-3	3	-1	3	14	1	-2	-14	0.2	-6
CSc1nsc(SCC(=O)Nc2ccccc2F)n1	-1	5	9	4	-6	-1	7	-63	3.1	-35
Cc1ccn2c(=O)nc(SCC(=O)NCc3ccccc3)nc2c1	-2	1	-38	u	32	x	x	3	0.0	x
COc1cccc(NC(=O)c2c(C)cc(C)cc2CC(C)(C)C(=O)O)c1	-2	-8	-1	1	21	0	1	9	0.9	-37
Nc1nc(N2CCOCC2)nc(N(c2ccccc2)c2ccccc2)n1	-1	4	7	-6	7	-9	-3	8	0.1	-29
CCn1c(CSc2ncn[nH]2)nc2cc(C(=O)O)ccc21	0	-2	0	-2	19	-2	-1	9	-0.5	-13
CCn1cc(NC(=O)Nc2ccc(OC)c(OC)c2)c(C(N)=O)n1	-1	4	18	2	6	3	-1	-26	0.6	-21
CN(C)c1nc(F)c(F)c(S(=O)(=O)c2ccccc2)c1F	-1	4	-28	-12	2	10	0	-94	1.5	-24
O=C(O)CN(Cc1ccco1)S(=O)(=O)c1ccc(F)cc1	-1	3	10	0	1	-3	0	22	0.3	-3
CCCn1c(NC(=O)CN2C(=O)NC3(CCCCC3)C2=O)nc2ccccc21	-3	4	-12	4	12	x	x	2	0.3	x
O=C(C1CCCO1)N1CCN(C(=S)Nc2cccc(F)c2)CC1 (stereo unspecified)	0	2	-1	-3	17	-3	1	-19	-0.4	-17
O=c1[nH]c(-c2ccccc2)c(-c2ccccc2)nc1[N+](=O)[O-]	-2	2	10	-2	6	-3	1	7	-2.2	-24
N#Cc1cccc(C(c2nnnn2CCc2ccccc2)N2CCN(C3CCCCC3)CC2)c1 (stereo unspecified)	-3	1	-9	-4	3	-2	-3	-8	-1.5	-3
O=C(CSC1CC(=O)N(CCc2ccccc2)C1=O)Nc1ccc(Br)cc1 (stereo unspecified)	2	-2	31	18	18	6	1	21	-19	-2
Cc1ccc(-c2nc(CS(=O)CC(=O)NCc3ccccn3)c(C)o2)cc1 (stereo unspecified)	-1	-3	6	-1	15	-2	1	10	0.3	-37
O=C(COc1ccccc1)Nc1nn[nH]n1	-3	1	-7	-7	25	-1	-3	3	-1.0	-28
CCc1ccc2c(CN3CCC(C(=O)OC)CC3)cc(=O)oc2c1	-3	-1	38	3	9	-4	0	-3	-3.0	-20
COc1ccccc1N1CCN(Cc2cccc(OC)c2OC)CC1	-1	x	x	x	x	-3	3	x	x	-16
COc1cccc(NC(=O)c2cc3cccc(OC)c3o/c2=N\O)c1	-2	1	59*	19	2	8	11	-81	1.8	-126
COc1ccc(CC(=O)NCC(c2ccc(OC)cc2)N(C)C)cc1 (stereo unspecified)	-1	0	-8	2	-5	2	5	-15	0.6	-3
C=CCN1C(=O)C(Cc2cccc(Cl)c2)S/C1=N/N=C/c1ccco1 (stereo unspecified)	0	-4	23	7	15	-2	1	28	-0.5	-21
CCN=C1SC(C(N)=O)CC(=O)N1CC (stereo unspecified)	-1	-2	29	-2	23	0	0	10	-0.8	-4
Cc1occc1C(=O)NCc1ccccc1	-4	3	27	-3	-6	-5	-1	11	0.0	-20
Cc1cccc(OCCCC(=O)Nc2ccc(S(=O)(=O)Nc3nccs3)cc2)c1C	0	3	-2	-1	-11	7	2	21	-0.2	5
O=C1Nc2cc(C(=O)N3CCOCC3)ccc2SC1N1CCOCC1 (stereo unspecified)	-1	-1	4	1	1	-2	-2	3	-0.3	-13
C/C(=N\NC(=O)Cc1ccccc1)c1ccc(Br)s1	-1	3	25	14	16	8	1	1	-1.6	-16
Cc1ccsc1/C=C1/CN(C)Cc2c1nc1ccccc1c2C(=O)O	0	4	-6	-1	31	-5	-1	2	0.5	-3
CN(C)S(=O)(=O)c1cccc(-c2cn3cccnc3n2)c1	-1	-2	5	-4	14	-6	1	-4	0.1	-22
CCOc1ccccc1NC(=O)C1CC2CCCC(C1)C2=O (stereo unspecified)	-1	3	20	-3	31	1	-1	10	-0.2	-24
CN(C)c1ccc(/C=C2\SC(=S)N(Nc3ncc(C(F)(F)F)cc3Cl)C2=O)cc1	-1	3	-5	7	24	0	-1	0	-0.1	-50
CCOC(=O)c1ccc(CSc2nnc(-c3ccncc3)n2N)cc1	5	-10	23	10	-3	-1	-2	-63	1.7	-6
O=C(CCc1ccccc1)NNC(=O)C12CC3CC(CC(C3)C1)C2	2	-2	16	-7	7	10	5	5	0.1	-16
Cc1ccc(N(C)S(=O)(=O)c2cccc(C(=O)NC3CC(C)(C)NC(C)(C)C3)c2)cc1	4	0	2	1	-7	x	x	5	-0.8	x
Cc1ccn2c(=O)c(C(=O)NCCCN3CCCC3=O)c(O)nc2c1	-1	-1	-18	-4	23	2	-5	-4	-0.4	-21
CC(=O)c1sc(NC(=O)c2cccc(C)c2)nc1C	-3	1	41	34	0	-9	12	-131	3.3	-111
COc1cccc2cc(C(=O)C3=C(O)C(=O)N(Cc4ccco4)C3c3cccnc3)oc12 (stereo unspecified)	-9	-2	-6	-7	13	4	1	-15	-3.5	-7
COc1ccc(CCC(=O)NNC(=S)Nc2cccc(C(C)=O)c2)cc1	-8	-7	3	6	1	4	2	3	0.0	-10
O=C(c1cn(-c2ccccc2)nc1-c1cccnc1)N1CCCCC1	0	1	1	2	1	7	1	-19	0.2	4
COc1cc2c(cc1OC)C(=O)CCS2	0	-3	-11	-2	53	-1	2	-8	-0.1	-3

(cont.)
SMILES	GSK3 alpha inh	GSK3beta inhib	HSF-1 act	HSF1 inh	AI-2 QS mod	IEC-6 cytotox	HSP90 inh	aSyn 5UTR inh	HIF activator	KLF5 inh
O=c1c([N+](=O)[O-])cccn1Cc1cccc(Cl)c1	0	1	-3	-2	-29	5	-1	8	0.4	-10
Cc1nn(CCCNC(=O)C2CCCO2)cc1Br (stereo unspecified)	0	4	-4	3	-2	0	-4	8	-0.7	-11
CCN(CC(=O)Nc1ccc(NC(C)=O)cc1)C(=O)c1ccc2c(c1)S(=O)(=O)N=C1CCCCCN12	-1	3	-23	-17	14	x	x	2	0.4	x
O=C(Nn1cnnc1)c1cc([N+](=O)[O-])cc([N+](=O)[O-])c1	-1	2	-1	-1	23	-8	0	-6	1.0	-3
CCc1nnc(NC(=O)c2cccc(S(=O)(=O)N(C)c3ccc(OC)cc3)c2)s1	-1	2	12	2	-1	-1	3	-1	0.6	-37
O=C(Nc1ccc2c(c1)OCO2)C1CCCN(S(=O)(=O)c2cccs2)C1 (stereo unspecified)	0	-2	0	1	18	-2	1	-6	-0.1	0
Cc1nn(C)c(Cl)c1NC(=O)OCc1ccc(F)cc1	-1	5	18	7	10	-1	4	17	-0.1	-3
COC(=O)/C=C/c1ccc(OC(=O)c2ccncc2)cc1	0	1	20	-4	12	3	-2	-42	-0.5	-3
CNS(=O)(=O)c1ccc(NC(=O)C2c3ccccc3Oc3ccccc32)cc1	-1	-1	8	3	3	0	-3	7	-2.7	-18
CCOC(=O)C1CCN(C(=O)C23CC4CC(CC(C4)C2)C3)CC1	-20	-1	-10	-3	-2	3	1	3	1.9	1
Cc1ccsc1C(=O)OCC(=O)Nc1cccc(S(=O)(=O)NC2=NCCCCC2)c1	1	3	7	1	11	3	1	4	0.2	-28
Cc1nn(Cc2ccc(Cl)cc2)c(C)c1NC(=O)C1CC=CCC1C(=O)O (stereo unspecified)	1	2	1	-4	21	-3	0	-23	0.1	-19
O=C(CCCNS(=O)(=O)c1ccc(F)cc1)Nc1ccc(F)cc1	-1	-5	-12	-7	10	7	1	5	-0.3	0
CCOc1ccc(-c2cc3cc(OC)c(OC)cc3c(C)n2)cc1	1	-6	-9	1	33	-6	-2	-30	-0.1	-17
Cc1ccc(C(=O)Nc2ccccn2)cc1S(=O)(=O)N1CCOCC1	-5	0	-1	4	32	x	x	-25	0.4	x
CCc1ccc(NC(=O)CC2C(=O)NCCN2C(=O)c2ccc(F)cc2)cc1 (stereo unspecified)	-4	3	-9	-3	12	-3	-6	5	-0.4	-3
CCNC(=S)/N=C(\N)Nc1nc(C)c2cc(C)ccc2n1	-1	-3	45	24	30	-2	-5	-207	4.2	-80
O=C(c1ccc(CNS(=O)(=O)c2ccccc2)cc1)N1CCN(Cc2ccccc2)CC1	-1	-1	7	2	8	-4	2	16	0.2	12
O=C(Nc1cccc(NC(=O)c2ccccc2Cl)c1)c1ccco1	-1	0	-5	-2	19	3	1	8	-0.2	-9
Cc1ccsc1C1CC(=O)Nc2ccccc2S1 (stereo unspecified)	1	-3	16	13	x	4	4	21	-0.5	-9
